From PubChem
Luciferase inh: Firefly luciferase inhibition profiling of diverse chemical library using quantitative high-throughput screening; Luciferin 4-monooxygenase (Photinus pyralis), P08659; purified P. pyralis luciferase, luminescence, biochemical; Potency, µM (titrated, usually from 115 µM), for inactives: at the top dose activity change, negative = inhibition, most hits filed as inhibitors; hit rate 2.5% among 76,000; note: potency is the fitted concentration of half-maximal effect; nearly all actives have a fitted effect of over 65% in size
Target sequence (P08659 whole entry, looked up): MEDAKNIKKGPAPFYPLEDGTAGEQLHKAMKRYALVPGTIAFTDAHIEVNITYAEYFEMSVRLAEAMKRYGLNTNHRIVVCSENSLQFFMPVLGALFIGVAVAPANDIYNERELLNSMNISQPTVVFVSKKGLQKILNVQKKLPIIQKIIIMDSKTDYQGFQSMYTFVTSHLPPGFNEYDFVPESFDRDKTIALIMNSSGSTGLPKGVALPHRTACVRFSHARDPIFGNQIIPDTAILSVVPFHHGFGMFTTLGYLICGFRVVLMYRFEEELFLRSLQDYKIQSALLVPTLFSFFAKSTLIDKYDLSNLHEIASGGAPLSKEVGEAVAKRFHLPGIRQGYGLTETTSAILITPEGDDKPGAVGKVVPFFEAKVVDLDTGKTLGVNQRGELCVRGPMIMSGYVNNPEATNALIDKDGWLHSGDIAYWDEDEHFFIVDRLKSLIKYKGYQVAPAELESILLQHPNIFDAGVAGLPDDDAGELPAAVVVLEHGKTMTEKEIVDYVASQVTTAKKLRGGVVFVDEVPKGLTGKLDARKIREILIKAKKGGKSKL
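FLuc 10nM, D-luciferin 10uM, ATP 10uM, Mg acetate 10mM, Tris acetate pH 7.5, Tween/BSA; cpd qHTS; enzyme added last; CCD luminescence.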
SNCA expr inh: Primary qHTS assay for inhibitors of alpha-synuclein gene (SNCA) expression | HEK-293 SNCA-luciferase knock-in, luminescence, 24 h | Potency, µM (series often up to 57.2 µM), without a hit: at the top dose activity change, negative = inhibition, usual class: inhibitors | hit rate 0.17% among 140,000 | AID 1671194, 2021;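 note: potency is the fitted concentration of half-maximal effect; plate controls were DMSO cells for no effect and cell-free wells for full effect; nearly all actives have a fitted effect of over 45% in size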
SNCA viab count: GF-AFC viability counterscreen for inhibitors of alpha-synuclein gene (SNCA) expression; HEK-293-SNCA-luc viability, GF-AFC fluorescence, 24 h; Potency, µM (series often up to 57.1 µM), for inactives: at the highest dose activity change, negative = cytotoxicity, actives largely listed as cytotoxic; hit rate 0.12% among 150,000; AID 1671193, 2021;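 note: potency is the fitted concentration of half-maximal effect; 0% = DMSO-treated cells and -100% = medium-only wells without cells; nearly all actives have a fitted effect of over 30% in size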
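HEK-293-SNCA-luc cells (1500/well) plated 24 h, then exposed 24 h to a dilution series; GF-AFC added 30 min at 37C, fluorescence 405/540 nm; normalised to medium-only and DMSO wells, Hill fit.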
GPT2 inh: Primary qHTS assay for inhibitors of Glutamate pyruvate transaminase 2 (GPT2) | Recombinant GPT2, coupled pyruvate oxidase/HRP Amplex Red fluorescence | Alanine aminotransferase 2 (Homo sapiens), Q8TD30 | hit rate 0.25% among 100,000 | Potency, µM (series often up to 57.7 µM), without a hit: top-dose activity change, negative = inhibition, hits mostly inhibitors | AID 1671188, 2021; note: potency is the fitted concentration of half-maximal effect; nearly all actives have a fitted effect of over 60% in size; many of its hits are not listed in these tables
Target sequence (Q8TD30 whole entry, looked up): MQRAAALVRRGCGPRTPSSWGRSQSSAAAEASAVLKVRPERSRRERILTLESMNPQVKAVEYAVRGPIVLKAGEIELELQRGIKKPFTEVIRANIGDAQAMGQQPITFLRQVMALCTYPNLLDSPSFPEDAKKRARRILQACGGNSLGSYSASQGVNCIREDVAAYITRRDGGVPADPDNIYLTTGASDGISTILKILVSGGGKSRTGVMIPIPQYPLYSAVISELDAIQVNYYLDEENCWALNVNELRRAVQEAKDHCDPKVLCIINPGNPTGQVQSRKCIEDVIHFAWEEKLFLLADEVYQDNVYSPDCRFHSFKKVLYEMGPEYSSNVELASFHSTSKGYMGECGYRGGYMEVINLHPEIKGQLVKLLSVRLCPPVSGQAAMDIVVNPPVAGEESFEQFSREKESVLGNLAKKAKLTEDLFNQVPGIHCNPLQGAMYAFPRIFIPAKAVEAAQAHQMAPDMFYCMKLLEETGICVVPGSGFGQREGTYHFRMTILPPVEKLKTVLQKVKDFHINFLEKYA
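Recombinant GPT2 (10ng/uL) with 250uM a-KG and 2mM L-alanine, 30 min at room temperature, in HEPES pH 7.5 buffer. Pyruvate detected by pyruvate oxidase/HRP/Amplex Red fluorescence after 30 min in the dark; AOA (50uM) as positive control.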
IP6K1 inh: Primary qHTS assay for small molecule inhibitors of Inositol hexaphosphate kinase 1 (IP6K1); hit rate 0.81% among 140,000; IP6K1 kinase, ADP-Glo luminescence, 2 h; active compounds read low; AID 1645851, 2021; activity change, % (series mostly up to about 58 µM); Inositol hexakisphosphate kinase 1 (Homo sapiens), Q92551; in the data active = activity change below about -25%
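ADP-Glo luminescence measures ADP made by human IP6K1 during a 2 h RT reaction with ATP/IP6 (mix at 1.3 mM/130 uM); top library doses 57.5 and 19.1 uM final.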
HEK cytotox: Cytotoxic Profiling in HEK 293 Cell Line of Diverse Libraries Using Quantitative High-Throughput Screening; HEK 293 viability, ATP luminescence (CellTiter-Glo), 48-72 h; Potency, µM (highest dose often 115 µM), inactives show top-dose activity change, negative = cytotoxicity, actives largely listed as inhibitors; hit rate 6.6% among 94,000; AID 1345083, 2018; note: potency is the fitted concentration of half-maximal effect; nearly all actives have a fitted effect of over 60% in size
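HEK 293 seeded at 250 cells/well receive compound via pintool. After 48 or 72 hr at 37 degree Celsius, 5% CO2 and 95% humidity, CellTiter-Glo is dispensed and luminescence read following 10 min at room temperature.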
3T3 cytotox: Cytotoxic Profiling in NIH 3T3 Cell Line of Diverse Libraries Using Quantitative High-Throughput Screening | NIH 3T3 viability, CellTiter-Glo ATP luminescence, 48-72 h | Potency, µM (doses to about 96.7 µM), without a hit: top-dose activity change, negative = cytotoxicity, most hits filed as inhibitors | hit rate 4.3% among 94,000 | AID 1345082, 2018; note: potency is the fitted concentration of half-maximal effect; nearly all actives have a fitted effect of over 55% in size
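Luminescent ATP readout (CellTiter-Glo, 10 min RT) after 48 or 72 hr compound exposure of NIH 3T3 cells seeded at 400 cells/well in 1536-well format; quantitative HTS.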
The depositor's hits bear a star; i = inactive; ? = inconclusive; nt = no result given; & = joins results of further samples; [ ] = another dose, or the depositor's remark. Unless noted, calls come from the whole dose curve; as a rule, active = well fitted curve in the direction sought with a large enough effect; inconclusive = small, poorly fitted or top-dose-only effect, or another doubt; inactive = no such curve, though single readings can be large; an effect the other way counts as inactive or inconclusive. Unless noted, % is set by controls: 0 for no effect and ±100 for the full control effect. The list is partial. The share of hits here may be higher or lower than overall.

SMILES	Luciferase inh	SNCA expr inh	SNCA viab count	GPT2 inh	IP6K1 inh	HEK cytotox	3T3 cytotox
c1ccc(-c2cc(CC3(NCC4CCCCC4)COC3)no2)cc1	-14%[172 µM]	?	-12%[87.6 µM]	3%[88.5 µM]	-8	100µM*	?
CC[C@H]1OC(=O)[C@H](C)[C@@H](O[C@H]2C[C@@](C)(OC)[C@@H](O)[C@H](C)O2)[C@H](C)[C@@H](O[C@@H]2O[C@H](C)C[C@H](N(C)C)[C@H]2O)[C@](C)(O)C[C@H](C)C(=NOCOCCOC)[C@H](C)[C@@H](O)[C@]1(C)O	nt	-17%	-7%	i	nt	nt	nt
Cc1ccc(C(=O)NC[C@H]2O[C@@H](CC(=O)N3CCN(c4ccccc4)CC3)[C@H](O)[C@@H]2O)cc1	0%	-3%	1%	3%	-8	-15%	-18%
O=C(NCc1nnc2c(-c3nc(C4CC4)no3)cccn12)c1cc(Cl)ccc1F	-4%	-14%	4%	i	-1	?	-14%
COc1ccc(CCNC(=O)C2CN(C(C)C)C(=O)N2)cc1 (stereo not given)	nt	6%[87.6 µM]	?	1%[88.5 µM]	16	-13%[172 µM]	-16%[138 µM]
COc1ccc(Nc2ccnc(N3CCN(C(=O)c4ccc(F)cc4)CC3)n2)cc1	nt	-4%	-4%	0%	-1	22µM*	13µM*
Cn1c(CN2CCCN(C(=O)c3ccoc3)CC2)nnc1C1CC(N)C1 (stereo not given)	8%	7%	5%	i	5	-3%	0%
O=C(CSc1nc2c([nH]c3ccccc32)c(=O)n1-c1ccc(F)cc1)Nc1ccc2c(c1)OCCO2	nt	-13%	-21%	nt	27	nt	nt
Cc1ccc(-c2nnc(SCC(=O)NCc3ccccc3)o2)cc1	nt	-29%	-5%	nt	0	nt	nt
CCOc1ccc(-n2c(SCC(=O)N3CCC(C)CC3)nc3c([nH]c4ccccc43)c2=O)cc1	nt	10%	4%	nt	4	nt	nt
COc1ccc(NC(=O)Cn2c(=O)n(CCC(C)C)c(=O)c3cccnc32)cc1Cl	nt	?	-1%	nt	40	nt	nt
CC(C)C[C@@H]1N[C@H](C(=O)NCCN2CCOCC2)Cc2cn(Cc3ccccn3)c3cccc1c23	1%	-3%	?	i	5	?	?
COCCNC(=O)c1ccc(CC2CCN(C(=O)CN3CCCCCC3)CC2)cc1	1%	-7%	-27%	-18%	12	?	?
O=C1CC(c2ccccc2)N(C(=O)c2cccs2)CCCCCN1 (stereo not given)	0%	7%	-2%	i	6	i	-5%
S=P(N1CC1)(N1CC1)N1CC1	nt	?	4%&38%	-6%[88.5 µM]	17	nt	nt

One compound at a time, as listed above. Order of values: Luciferase inh	SNCA expr inh	SNCA viab count	GPT2 inh	IP6K1 inh	HEK cytotox	3T3 cytotox
Shown for O=C(NCc1nnc2c(-c3nc(C4CC4)no3)cccn12)c1cc(Cl)ccc1F → -4%	-14%	4%	i	-1	?	-14%
Shown for COc1ccc(Nc2ccnc(N3CCN(C(=O)c4ccc(F)cc4)CC3)n2)cc1 → nt	-4%	-4%	0%	-1	22µM*	13µM*
Shown for Cn1c(CN2CCCN(C(=O)c3ccoc3)CC2)nnc1C1CC(N)C1 (stereo not given) → 8%	7%	5%	i	5	-3%	0%

Additional compounds follow.
SMILES	Luciferase inh	SNCA expr inh	SNCA viab count	GPT2 inh	IP6K1 inh	HEK cytotox	3T3 cytotox
O=C(Cc1c[nH]c2ncc(-c3ccccc3)cc12)NCC1CCOCC1	6%[172 µM]	7%[87.6 µM]	-1%[87.6 µM]	-1%[88.5 µM]	-9	79µM*	?
CCN1C(=O)CCN(C(=O)C2(c3ccccc3)CC2)CC12CCOCC2	3%	2%	-7%	i	-6	-3%	2%
O=C(CN1C(=O)C2(SCC(=O)N2c2cccc(Cl)c2)c2ccccc21)NCCc1ccccc1 (stereo not given)	nt	?	-4%	nt	2	nt	nt
Cc1ccc(CN2CCc3oc(C)c(C(=O)N(C)CC(=O)N4CCCC4)c3C2)cc1	-9%	17%	1%	i	-1	?	-17%
CCCNC(=O)c1cccc2c1CCN2S(=O)(=O)c1cccc(C)c1	1%	-2%	-4%	i	-2	?	?
CCN1C(=O)COC[C@@H]1[C@H](O)c1ccc(NC(=O)c2ccc3c(c2)OCO3)cc1	?	9%[87.6 µM]	1%[87.6 µM]	-4%[88.5 µM]	-11	-5%[172 µM]	-3%[138 µM]
COc1ccc(C(=O)N2CCc3nnc([C@@H]4C[C@@H](O)CN4C(C)C)n3CC2)cn1	-5%	10%	3%	?	16	-13%	-18%
C[S+](=O)([O-])NC1CCN(Cc2cccc(-c3ccc(F)c(F)c3)c2)CC1	nt	nt	nt	nt	17	?	?
Cn1cc(CN2CCC(C(=O)N3CCCC3)CC2)c(-c2ccc(C3CCCCC3)cc2)n1	2%	3%	3%	-11%	0	-11%	-1%
CCOc1cc(CNC(=O)NC2COc3ccc(OC)cc3C2)cc(OCC)c1OCC (stereo not given)	nt	9%	-4%	nt	-3	nt	nt
CC(=O)N1CCC(N2CCC3(CC2)CC(C(=O)N2CCOCC2)N(C)C3)CC1 (stereo not given)	6%	-14%	-21%	i	2	-9%	-10%
COCCCn1cnc2cccnc21	-8%[230 µM]	24%[87.6 µM]	10%[87.6 µM]	i	10	1%[230 µM]	-8%[174 µM]
COc1cc(CNC(=O)c2ccc(NC(=O)N3CCCCc4ccccc43)cc2)cc(OC)c1OC	nt	-9%	10%	nt	2	nt	nt
COc1ccc2c(=O)n(CC(=O)N3CCCC(C#N)C3)ccc2c1OC (stereo not given)	-2%	46%[activator]	1%	4%	5	-10%	-14%
N#Cc1ccc(C(=O)N2CCC(N3CCCC(C(=O)N4CCCC4)C3)CC2)cn1 (stereo not given)	8%	-13%	-8%	-11%	-5	i	-14%
O=C(NCCC1=CCCCC1)C1CC(=O)N(c2n[nH]c3cccc(F)c23)C1 (stereo not given)	-3%	-9%	-1%	-7%	10	-9%	i
O=C(NC1CCN(Cc2ccc(-c3ccsc3)cc2)C1)c1cccc(Cl)c1 (stereo not given)	nt	27%	-1%	i	4	45µM*	?
Cc1nn(-c2ccccc2)c(C)c1CC(=O)N[C@@H]1COCC[C@@H]1OCC1CC1	-6%	1%	1%	-18%	-9	i	i
COc1cc(NC(=O)CCN2CCCCO2)ccc1NC(=O)CC(C)C	-3%	?	8%	-3%	-3	i	i
COc1ccc(-n2nc3n(c2=O)CCN(Cc2ccc(N(C)C)cc2)C3)cc1	nt	-2%	0%	i	-4	-21%	-16%
CCCC(C)N1CC2(CCN(Cc3nnc(-c4ccccc4)o3)CC2)OC1=O (stereo not given)	3%	-21%	-3%	-3%	33	-35%	?
COc1ccc2nc(NC(=O)c3nc(SC(C)C)ncc3Cl)sc2c1	nt	-2%	4%	nt	-7	nt	nt
CCOc1ccccc1C(=O)N(Cc1ccco1)Cc1ccco1	nt	-4%	2%	nt	14	nt	nt
CNC(=O)CC1COCCN1C(=O)c1ccc2ncsc2c1 (stereo not given)	-3%	13%	0%	-10%	-2	2%	0%
COc1ccc(Cl)cc1C(=O)N1CCc2nc3cc(-c4ccccc4)[nH]n3c(=O)c2C1	?	1%	-10%	-4%	0	-11%	-11%
NC(=O)C1CCN(C(=O)c2ccc(NC(=O)c3nsc4ccccc34)cc2)CC1	nt	?	-2%	nt	22	nt	nt
O=C(Nc1ccccc1)N1CCCC1c1nncn1C1CCCC1 (stereo not given)	-8%	13%	-8%	1%	-6	9%	2%
CCOc1ccc(Cl)cc1C1CC(=O)Nc2cc(OC)c(OC)c(OC)c21 (stereo not given)	nt	-4%	-6%	nt	-7	nt	nt
C/C(=C/CO)CC[C@@H]1[C@@]2(C)CCC[C@](C)(C(=O)O)C2CC[C@@]1(C)O (stereo not given in full)	nt	nt	-7%	i	-5	nt	nt
Cc1ccccc1-c1cccc(CN2CCOC(CCN)C2)c1 (stereo not given)	0%	?	?	?	-4	?	20µM*
COc1ccc(C2C(C(N)=O)=C(C)Nc3nc(SCc4ccccc4Cl)nn32)cc1OC (stereo not given)	nt	?	8%	nt	3	nt	nt
O=C(COc1cccc(F)c1)c1ccc2c(c1)N(CC(=O)N1CCOCC1)C(=O)CO2	0%	5%	-15%	i	-9	0%	-2%
Cc1c(Cl)cccc1NC(=O)CCn1ccn2nc3c(c2c1=O)CCCC3	9%	17%	-6%	-17%	34	?	-9%
Fc1ccccc1-n1ncc2c1ncn1nc(Cc3ccccc3)nc21	nt	15%	-4%	nt	-2	nt	nt
O=C(C1CC1)N1CCC2(CC1)SCC(=O)N2c1ccc(Cl)cc1	-2%	-2%	6%	-5%	-2	i	-13%
Cc1c(C(=O)Nc2ccc(C(C)C)cc2)sc2nc3n(c(=O)c12)CCC3	nt	23%	13%	nt	-5	nt	nt
C[C@@H]1CN(C(=O)Cc2cc3c(cc2Cl)OCCO3)C[C@@]1(O)C1CCC1	-12%	-28%	-9%	i	-10	?	?
COc1ccc2c(c1)c1c(c(=O)n(Cc3ccccc3)c(=O)n1CC(=O)Nc1ccccc1F)n2C	nt	23%	6%	nt	4	nt	nt
O=C(COc1ccc2ccccc2c1)NC1CC(=O)N(c2ccccc2)C1 (stereo not given)	nt	-16%	-4%	nt	-8	nt	nt
COCCCN1CC2(CCN(CC(=O)N3CCNCC3)CC2)CC1=O	5%	-5%	-3%	-12%	8	i	i
CN1CC(=O)N2CCN(Cc3nn(C)c4cccc(Cl)c34)CC2C1=O (stereo not given)	7%	4%	-1%	1%	-11	?	1%
CCN(C(=O)CCc1nc(-c2ccc(C)cc2)no1)c1cc(C)ccc1C	nt	-10%	4%	nt	-3	nt	nt
COC[C@@H]1[C@H](C(=O)N2CCN(c3ccccc3F)CC2)CCC(=O)N1C	-1%	-5%	-7%	i	0	-27%	-16%
Cc1ccc(N2CCN(S(=O)(=O)c3cccc4ccccc34)CC2)cc1Cl	nt	27%	26%	nt	35	nt	nt
Cc1cn2nc(C(=O)NCc3cccc(Cl)c3)cc2c(N2CCCC2)n1	-2%	?	5%	-11%	10	?	?
O=C(C=Cc1cccc(S(=O)(=O)Nc2ccccc2)c1)NO	nt	14%[87.6 µM]	-29%[87.6 µM]	?	nt	nt	nt
COc1cc2c(cc1OC)[C@@H]1[C@H](O)[C@@H](OC)C=C3CCN(C2)[C@H]31	nt	nt	?	-3%[27.3 µM]	-4	nt	nt
